MazEF act: activators of E. coli MazEF toxin-antitoxin RNase; P0AE70; FAM/BHQ RNA-DNA oligo cleavage fluorescence, 5 h; activation, % at 20 µM; hit rate 0.32% among 350,000; AID 504720; in the data active means activation above about 50%
Target sequence (P0AE70 whole entry, looked up): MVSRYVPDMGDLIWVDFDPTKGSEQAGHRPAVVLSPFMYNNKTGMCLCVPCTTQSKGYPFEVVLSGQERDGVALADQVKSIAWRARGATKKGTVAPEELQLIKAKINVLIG
TcdB GH inh: TcdB glycohydrolase inhibition | P18177 | TcdB glycohydrolase enzymatic assay, plate reader | inhibition, % at 9.99 µM | hit rate 0.24% among 350,000 | AID 652162; in the data active means inhibition above about 10%
Yp Topo-I inh: inhibitors of Yersinia pestis topoisomerase I. Y. pestis Topo-I cleavage product accumulation, plate reader. activity, % at 10 µM. hit rate 0.064% among 360,000; in the data active means activity above about 50%, passing the limit was not always enough; inconclusive means no clear call, values can overlap the other calls; further: inactives centre near 2
3CLpro inhibitor: SARS-CoV 3CLpro protease inhibition | P0C6X7 | recombinant SARS-CoV 3CLpro, quenched FRET peptide cleavage | inhibition, % at 6 µM | hit rate 0.14% among 290,000 | AID 1706; in the data active means inhibition above about 12%
PriA SSB inh: blocks PriA binding to SSB C-terminal tail. hit rate 0.6% among 430,000. AlphaScreen SSBct-PriA binding, biotinylated peptide. inhibition, % at 33 µM; in the data active means inhibition mostly above about 37%, no sharp cut-off; inactive means mostly below about 20%;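 further: plate controls were negative control peptide for no effect and reference peptide for full effect; strong numbers were not always called active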
PrPC TRFRET: cell surface PrPC inhibition, primary TR-FRET screen; P04156; TR-FRET read-out; inhibition, % at 13.8 µM; hit rate 0.43% among 370,000; in the data active means inhibition above about 24%; further: 0% = median of the test wells and 100% = reference compound wells
Rv3671c inh: inhibits the M. tuberculosis serine protease Rv3671c | P9WHR9 | inhibition, % at 5.96 µM | hit rate 0.048% among 320,000; in the data active means inhibition above about 38%;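 further: extracellular domain of Rv3671c used as enzyme; 0% = enzyme with DMSO and 100% = no enzyme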
Target sequence (P9WHR9 whole entry, looked up, the tested form may be a part): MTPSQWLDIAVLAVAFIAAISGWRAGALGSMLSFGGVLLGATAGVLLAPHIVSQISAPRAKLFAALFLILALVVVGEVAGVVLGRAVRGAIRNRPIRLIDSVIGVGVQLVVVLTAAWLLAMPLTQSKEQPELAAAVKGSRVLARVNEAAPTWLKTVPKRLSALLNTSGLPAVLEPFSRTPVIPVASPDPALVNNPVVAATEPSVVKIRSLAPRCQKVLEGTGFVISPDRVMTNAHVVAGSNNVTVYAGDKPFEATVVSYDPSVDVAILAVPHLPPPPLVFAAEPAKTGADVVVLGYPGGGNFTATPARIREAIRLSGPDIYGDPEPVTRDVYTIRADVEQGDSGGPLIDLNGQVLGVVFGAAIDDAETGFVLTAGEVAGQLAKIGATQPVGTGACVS
CCHFV vOTU inh: CCHFV vOTU protease inhibition | Pep-AMC fluorescence | inhibition, % at 11.5 µM | hit rate 0.55% among 370,000 | AID 651958; in the data active means inhibition above about 30%; further: 0% = vehicle wells with enzyme and 100% = no enzyme wells
Vc quorum ag: inducers of Vibrio cholerae quorum light production without autoinducers | V. cholerae BH1578 lux reporter, luminescence, 6 h | hit rate 0.16% among 350,000 | activation, % at 18.7 µM | AID 588436; in the data active means activation mostly above about 9.7%, no sharp cut-off; inconclusive means no clear call, values can overlap the other calls; inactive means mostly below about 3.7%; further: not every result past the cut was called active; inactives centre near 0; reference of the scale not given here
VHR inh abs: blocks human VHR1 dual specificity phosphatase; P51452; recombinant VHR phosphatase, pNPP absorbance; inhibition, % at 13.3 µM; hit rate 0.52% among 290,000; AID 1654; in the data active means inhibition above about 50%; further: some compounds called inactive have numbers as strong as hits
Target sequence (P51452 whole entry, looked up): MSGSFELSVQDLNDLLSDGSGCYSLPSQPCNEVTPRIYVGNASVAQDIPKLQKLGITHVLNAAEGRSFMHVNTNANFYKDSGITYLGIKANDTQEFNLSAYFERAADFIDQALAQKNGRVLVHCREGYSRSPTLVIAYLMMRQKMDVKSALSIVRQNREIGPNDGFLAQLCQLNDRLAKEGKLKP
An asterisk follows results filed as active; i = inactive; u = inconclusive; x = no result given; & = joins results of further samples.

compound | Vc quorum ag | Rv3671c inh | PriA SSB inh | CCHFV vOTU inh | MazEF act | VHR inh abs | TcdB GH inh | PrPC TRFRET | 3CLpro inhibitor | Yp Topo-I inh
COc1ccc(OC)c(S(=O)(=O)N2CCN(C)CC2)c1 | i | 3 | 14 | -8 | -5 | -4 | x | -2 | 2 | -3
O=C(OC1CCCCC1=O)c1cc(S(=O)(=O)N2CCOCC2)ccc1F (stereo not given) | -0.4 | -4 | -15 | 10 | -1 | 5 | 0.8 | -5 | 3 | 0
CC(=O)Nc1ccc(S(=O)(=O)N2CCC(NC(=O)C(Cc3cccn3C)NC(C)=O)CC2)cc1 (stereo not given) | x | 0 | -13 | 2 | 5 | 15 | x | -8 | -9 | -9
O=C(CCn1c2c(c3ccccc31)CCCC2)NNC(=O)c1ccc(Cl)c([N+](=O)[O-])c1 | -0.2 | -10 | -6 | -4 | 15 | 52* | 0.2 | -10 | 6 | -17
O=[N+]([O-])c1ccc(N2CCN(C(=S)Nc3cccc(F)c3)CC2)cc1 | i | 0 | -2 | 22 | 4 | 50* | 0.3 | -7 | 6 | -8
COc1ccc(C2CC(c3cccs3)=NN2C(=O)CCC(=O)O)cc1 (stereo not given) | -0.4 | -6 | -10 | 1 | 8 | 4 | -8.2 | -1 | -4 | 2
CCOC(=O)C1CCN(C(=O)/C=C/c2cc(OC)c(OC)c(OC)c2)CC1 | 1.2 | -5 | -7 | -8 | 5 | -13 | x | -4 | 2 | -3
Cc1nc(-c2ccc(F)cc2)c(CC(=O)N(C)CC(=O)Nc2ccc(Cl)c(C(F)(F)F)c2)s1 | 0.9 | x | -10 | 14 | -1 | x | -3.5 | 3 | x | -2
CCC(=O)Nc1sc(Cc2ccccc2)c(C)c1C(N)=O | -0.6 | -4 | -3 | 6 | 3 | 6 | 0.0 | 1 | -2 | -12
COc1cccc(/C=C2/C(=O)NN(c3ccc(Br)cc3)C2=O)c1O | -0.9 | x | -11 | 4 | 8 | 21 | -0.8 | 2 | 4 | -8
CCN1CCCC1CNC(=O)CSc1cc(=O)n(C)c2cc(Cl)ccc12 (stereo not given) | 6.9 | -1 | -3 | -2 | -2 | 15 | x | -6 | -9 | 14
CO/N=C/NC(=O)c1ccc([N+](=O)[O-])c(CS(=O)(=O)c2ccc(Cl)cc2)c1 | i | -1 | x | 14 | 4 | 14 | x | -6 | -7 | -8
COc1ccc(S(=O)(=O)Nc2cccc3c2O[C@H](CN(C)S(=O)(=O)c2ccc(Cl)cc2)[C@H](C)CN([C@H](C)CO)C3=O)cc1 | i | -7 | -18 | -4 | -6 | x | 0.1 | 4 | x | 9
COc1cccc(CCNC(=O)CC2C(=O)NCCN2Cc2ccc(C)o2)c1 (stereo not given) | -0.5 | 8 | -5 | 1 | 0 | 34 | 2.0 | -4 | -2 | 2
O=C(c1cccc2ccccc12)N1CCN(CC2CC=CCC2)CC1 (stereo not given) | -0.4 | 2 | 5 | -3 | -1 | 10 | 1.5 | -3 | -9 | 16
COc1ccc(OC)c(/C=C/C(=O)OCC(=O)NC2CCCCCCC2)c1 | -0.6 | 1 | -33 | 2 | 9 | x | 0.2 | 6 | x | 42
Cc1cc(NC(=O)CCC2CCCC2)no1 | -3.1 | 5 | -4 | 0 | 11 | 4 | x | 1 | -2 | -12
Cc1ccc(OCC(O)CN2CCN(CCO)CC2)c(C)c1 (stereo not given) | -0.3 | 2 | -9 | -12 | 2 | -10 | -0.2 | 9 | 0 | 0
CC(NC(=O)c1ccccc1)C(=O)OCC(=O)c1ccc(Br)cc1 (stereo not given) | -0.3 | 6 | -6 | 4 | 4 | 9 | -0.8 | 0 | -4 | 0
C1CCC(OCCN2CCN(CCOC3CCCCC3)CC2)CC1 | -0.4 | -8 | -7 | 10 | -5 | 4 | 0.1 | -2 | 0 | 10
CCOC(=O)Nc1ccc2c3c(cccc13)-c1ccccc1-2 | 0.0 | x | -23 | -89 | 7 | x | -0.8 | 13 | x | 12
O=C(O)c1ccc(NCc2nc3cc4ccccc4cc3[nH]2)cc1 | -5.6 | x | 0 | -22 | 9 | x | 1.0 | 2 | x | 6
COC(=O)c1c(NC(=O)CC2SC(N)=NC2=O)sc2c1CCC(C)C2 (stereo not given) | -0.3 | -11 | x | 13 | -66 | -2 | x | -1 | 1 | u
NC(=O)c1ccsc1NC(=O)COC(=O)CNC(=O)c1cccc([N+](=O)[O-])c1 | -7.1 | -2 | 4 | 4 | -2 | x | 3.0 | -15 | x | -2
Nc1ccc(S(=O)(=O)c2ccc(Cl)cc2)cc1 | i | 0 | -14 | -7 | -1 | 28 | x | -3 | 4 | 0
O=C(O)c1ccc(NS(=O)(=O)/C=C/c2ccccc2)cc1O | -0.2 | -7 | -14 | 10 | 3 | 0 | 0.8 | -4 | 8 | 8
C[C@@H]1CN([C@@H](C)CO)C(=O)CCCn2cc(nn2)CO[C@H]1CN(C)S(=O)(=O)c1cccs1 | -0.4 | x | x | -9 | 8 | x | 1.8&-0.2 | 3 | x | 9
O=C(CCN1C(=O)CSC1=O)Nc1ccc(Br)cc1 | i | -1 | -5 | -3 | -3 | 13 | x | 9 | 1 | 3
S=C(NCc1cccnc1)Nc1ccc2c(c1)OCO2 | -4.5 | -3 | 3 | -4 | 6 | -5 | 0.7 | 6 | 5 | -2
O=S(=O)(Nc1ncccn1)c1ccc(NC(=S)Nc2ccccc2)cc1 | -0.5 | 2 | -3 | -11 | 10 | 14 | -0.1 | 4 | 3 | 4
CCc1ccc(NC(=O)CC2C(=O)N(c3ccc(C)cc3)C(=O)N2C2CC2)cc1 (stereo not given) | 0.3 | 2 | -9 | 7 | -3 | 19 | 0.3 | 3 | 5 | -1
COc1ccc2[nH]c(=O)c(CN(C(C)=O)c3ccc(C)cc3C)cc2c1 | i | 5 | 0 | -3 | 10 | -12 | 1.9 | 6 | 0 | 5
CCN(CC)C(=O)Cc1ccccc1 | -0.9 | -2 | -8 | -3 | -1 | 30 | 0.3 | 6 | x | 7
CC(C)(C)C(=O)Nc1cccc(-c2ncon2)c1 | -0.4 | 3 | 1 | 3 | -5 | 27 | 0.3 | 1 | -4 | -5
Cc1ccc(-n2nc(C)c(C(C)(O)C(F)(F)F)c2N)cc1 (stereo not given) | -0.1 | 0 | -2 | -14 | -1 | 7 | x | -7 | -2 | 0
CCCCC(=O)Nc1ccc(N2CCN(C(=O)c3ccco3)CC2)cc1 | i | -4 | -7 | 11 | 2 | 9 | 0.5 | 2 | -2 | -10
CCC(=O)Nc1cccc(NC(=O)CSc2nnc(C(C)C)n2CC)c1 | 4.8 | 0 | -2 | 6 | 10 | 4 | x | -5 | -4 | -6
O=C(O)COc1ccc(Cl)cc1CO | x | 3 | -15 | x | 2 | 18 | x | x | -1 | x
CN(C)C1=NC[C@H](Cc2ccccc2)N1CCCC1CCCCC1 | -0.6 | -6 | -8 | -2 | 20 | x | 1.5 | 12 | x | -6
O=C(CSCc1c(F)cccc1Cl)NCC1CCCO1 (stereo not given) | -0.4 | 0 | 7 | 4 | 0 | 5 | x | -5 | -2 | 5
CC1(C)Cc2c(sc3nnn(Cc4ccccc4)c(=O)c23)CO1 | -0.3 | 3 | -25 | -3 | 0 | 4 | x | -11 | 8 | -1
Cc1cccc(NNC(N)=S)c1C | -0.6 | -16 | -4 | 2 | 8 | 14 | -6.3 | -1 | 0 | 3
NC(Cc1ccc(Cl)cc1)c1csc(Nc2ccc(-c3ccccc3)nn2)n1 (stereo not given) | i | x | x | -2 | x | x | 0.0 | -10 | x | -2
COCc1cc(C)nc(SCc2ccc(Br)cc2)c1C#N | i | -2 | -24 | 4 | -7 | x | -0.9 | 0 | x | 50*
CCc1ccc(NC(=O)CCn2c(=O)oc3ccccc32)cc1 | i | -2 | -8 | -25 | -3 | 23 | x | -8 | -1 | 0
CCc1ccc2oc(C(=O)Nc3cccnc3)c(C)c2c1 | i | -2 | -3 | x | -14 | 0 | x | x | 0 | 1
Oc1ccccc1C1=Nc2nc3ccccc3n2C(c2ccccc2)C1 (stereo not given) | -0.8 | 8 | 2 | 5 | -2 | -10 | x | 10 | -4 | 3
O=C(NCC(F)(F)F)c1ccc2sc([C@H]3C[C@H](O)[C@@H](CO)O3)nc2c1 | -0.6 | x | x | 0 | x | x | -0.2 | 2 | x | -4
COc1ccc(CC(=O)NCc2n[nH]c(=S)n2-c2ccccc2OC)cc1 | i | -8 | -1 | 5 | 2 | 16 | 1.2 | 3 | 3 | 4
O=C(CCc1ccccc1)Nc1ccc2c(c1)OCO2 | i | -2 | 0 | 7 | -3 | 0 | 2.0 | 1 | -2 | -1
CCOC(=O)C1=CC[C@H]2c3c(c4ccccc4n3C)C(=O)C1N2C | 1.2 | 4 | 15 | -2 | 2 | x | 1.2 | 3 | x | 2
N#C/C(=C\c1cccnc1)c1ccccc1[N+](=O)[O-] | -0.3 | -2 | -23 | 0 | -4 | 17 | 0.9 | -26 | -2 | 6
CC1NC(=O)c2cc3ccccc3cc2-n2c1nc1ccc(F)cc1c2=O (stereo not given) | -0.4 | x | x | -6 | 4 | x | -0.5 | 8 | x | 8
COc1ccc(Cc2cc(NCc3ccccc3)c3ncn(C(C)C)c3c2)cc1 | i | 7 | 66* | 5 | 4 | x | -0.9 | 3 | x | 1
CCOc1cc(/C=N\NC(=O)c2ccc(NC(=O)C(C)(C)C)cc2)ccc1OC(=O)c1cccc(C)c1 | -0.2 | -87 | x | -6 | 2 | 21 | x | 0 | 4 | 1
Cc1ccc(C(=O)N2CCC(C(=O)NCc3ccco3)CC2)cc1 | -0.2 | 4 | 4 | -3 | 10 | 46 | -0.2 | 2 | 4 | 1
O=C(O)c1cccc(-n2cccc2/C=C/[N+](=O)[O-])c1 | -0.8 | 11 | -9 | 4 | -12 | 4 | -0.1 | -8 | 0 | -12

Gathered by group: the compounds so far with an aryl methoxy group.
compound | Vc quorum ag | Rv3671c inh | PriA SSB inh | CCHFV vOTU inh | MazEF act | VHR inh abs | TcdB GH inh | PrPC TRFRET | 3CLpro inhibitor | Yp Topo-I inh
COc1ccc(OC)c(S(=O)(=O)N2CCN(C)CC2)c1 | i | 3 | 14 | -8 | -5 | -4 | x | -2 | 2 | -3
COc1ccc(C2CC(c3cccs3)=NN2C(=O)CCC(=O)O)cc1 (stereo not given) | -0.4 | -6 | -10 | 1 | 8 | 4 | -8.2 | -1 | -4 | 2
CCOC(=O)C1CCN(C(=O)/C=C/c2cc(OC)c(OC)c(OC)c2)CC1 | 1.2 | -5 | -7 | -8 | 5 | -13 | x | -4 | 2 | -3
COc1cccc(/C=C2/C(=O)NN(c3ccc(Br)cc3)C2=O)c1O | -0.9 | x | -11 | 4 | 8 | 21 | -0.8 | 2 | 4 | -8
COc1ccc(S(=O)(=O)Nc2cccc3c2O[C@H](CN(C)S(=O)(=O)c2ccc(Cl)cc2)[C@H](C)CN([C@H](C)CO)C3=O)cc1 | i | -7 | -18 | -4 | -6 | x | 0.1 | 4 | x | 9
COc1cccc(CCNC(=O)CC2C(=O)NCCN2Cc2ccc(C)o2)c1 (stereo not given) | -0.5 | 8 | -5 | 1 | 0 | 34 | 2.0 | -4 | -2 | 2
COc1ccc(OC)c(/C=C/C(=O)OCC(=O)NC2CCCCCCC2)c1 | -0.6 | 1 | -33 | 2 | 9 | x | 0.2 | 6 | x | 42
COc1ccc2[nH]c(=O)c(CN(C(C)=O)c3ccc(C)cc3C)cc2c1 | i | 5 | 0 | -3 | 10 | -12 | 1.9 | 6 | 0 | 5
COc1ccc(CC(=O)NCc2n[nH]c(=S)n2-c2ccccc2OC)cc1 | i | -8 | -1 | 5 | 2 | 16 | 1.2 | 3 | 3 | 4
COc1ccc(Cc2cc(NCc3ccccc3)c3ncn(C(C)C)c3c2)cc1 | i | 7 | 66* | 5 | 4 | x | -0.9 | 3 | x | 1

A portion of the library (hit frequency here may not be typical).
